# CCT modulator – cytosolic chaperonin activity modulation. purified chaperonin ATPase assay, HTRF ADP detection, 30 min. activity change, % (no concentration beside the values), hits read low. 360,000 tested, 0.3% active; in the data active means activity change below about -30%; further: on the % scale 0 is the no-effect control and ±100 the full control effect
#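 TRiC (40 or 20 nM final, by batch activity) in 30 mM Tris pH 7.4, 100 mM KCl, 5 mM MgCl2, 1 mM DTT was treated with compound at 76 uM single dose, then 10 uM ATP, 30 min at 37 °C. ADP was read by HTRF Transcreener.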
# Akt phos inh – Akt phosphorylation inhibition | Neuro2A IGF-stimulated pAkt S473 HTRF, 20 min; active compounds read low | activity change, % for hits at 50 µM | 360,000 tested, 0.32% active | AID 651550; in the data active means activity change below about -80%; inconclusive means mostly about -51% to -80%; further: on the % scale 0 is the no-effect control and ±100 the full control effect
#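 Neuro2A cells in DMEM with 0.5% FBS, overnight at 37 deg C, given compound at single 50 µM final, then IGF (6 nM final) for 20 min at 37 deg C. Lysed; phospho-Akt Ser473 by HTRF after 24 h, 665/615 ratio.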
# Abeta rescue – A-beta toxicity reversal in yeast; yeast expressing A-beta42, growth rescue, OD600, 48 h; response scale: 0% DMSO, 100% iron-clioquinol control; Potency, µM (highest dose often 46.1 µM), for the others: at the top dose growth rescue, actives largely listed as activators; 410,000 tested, 0.063% active; AID 1347071; further: potency means the concentration at half of the fitted maximal effect; nearly all actives have a fitted effect of over 55% in size
#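 Yeast A-beta toxicity model in growth medium with pinned compounds, 48 h at 30 C; growth read as absorbance at 600 nm. Normalized to FeCl3/clioquinol equimolar mix (positive) and DMSO (negative).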
# TGFb SMAD3 inh – TGF-b pathway inhibition | HepG2 CAGA-GFP TGF-b/SMAD3 reporter, GFP fluorescence, 18 h; TGF-beta stimulated, 500 pg/mL final | 410,000 tested, 1.2% active | Potency, µM (doses to about 46.1 µM), for inactives: at the highest dose activity, negative = inhibition, usual class: inhibitors; further: potency means the concentration at half of the fitted maximal effect; on the % scale 0 is the no-effect control and ±100 the full control effect; nearly all actives have a fitted effect of over 65% in size
#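 Smad-responsive CAGA-GFP expression was quantified in HEPG2 cells exposed to compounds and 500 pg/mL final TGF-beta for 18 h at 37 degrees C; unstimulated wells defined full inhibition.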
# Nrf2 activator – activators of Nrf2 (ARE) signaling | AREc32 ARE-luciferase reporter (MCF7-derived line), luminescence, 24 h | Potency, µM (highest dose often 46.1 µM), inactives show at the top dose activation, actives largely listed as activators | 410,000 tested, 0.31% active | AID 624171; further: potency means the concentration at half of the fitted maximal effect; % of control where 0% means no effect; nearly all actives have a fitted effect of over 65% in size
#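 Luminescent ARE reporter assay in AREc32_Fluc cells: overnight plating at 37 deg C, 24 hr compound incubation, Steady-Glo added, 30 min RT before reading.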
# A549 tox – counter-screen for Nrf2 inhibitors: cytotoxicity in A549 cells; A549 ARE-Fluc cells, CellTiter-Fluor viability, 18-24 h; Potency, µM (top dose mostly 46 µM), for inactives: top-dose activity change, negative = cytotoxicity, usual class: inhibitors; AID 504648; 390,000 tested, 0.16% active; further: potency means the concentration at half of the fitted maximal effect; on the % scale 0 is the no-effect control and ±100 the full control effect
#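 Cytotoxicity counterscreen: CellTiter-Fluor fluorescence was measured in A549 ARE_Fluc cells after 18-24 h of compound exposure in a concentration series. The subsequent BugLite luminescent read reports ARE-luciferase activity.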
# Mm-Cpn inhibitor – blocks the Methanococcus maripaludis chaperonin Mm-Cpn; Potency, µM (highest dose often 76.9 µM), for the others: at the top dose activity, negative = inhibition, actives largely listed as inhibitors; AID 504842; 330,000 tested, 0.031% active; purified Mm-Cpn ATPase, ADP Transcreener TR-FRET; further: potency means the concentration at half of the fitted maximal effect; on the % scale 0 is the no-effect control and ±100 the full control effect; nearly all actives have a fitted effect of over 80% in size
#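 ATPase read-out: TR-FRET ADP immunoassay (anti-ADP Eu cryptate vs ADP-d2), ex 320 nm, em 590/665 nm; signal drops as ADP forms. Enzyme 25 nM, ATP 10 uM, 30 min at 37°C after 10 min compound preincubation.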
# Nrf2 block – inhibitors of Nrf2 signaling. Potency, µM (series often up to 46 µM), without a hit: at the top dose activity change, negative = inhibition, most hits filed as inhibitors. A549 ARE-Fluc reporter, luciferase luminescence, 18-24 h. AID 504444. 360,000 tested, 2.1% active; further: potency means the concentration at half of the fitted maximal effect; on the % scale 0 is the no-effect control and ±100 the full control effect; nearly all actives have a fitted effect of over 60% in size
#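 Two sequential reads on A549 ARE_Fluc cells exposed to compound for 18-24 h: a CellTiter-Fluor fluorescence read for viability, then a luciferase luminescence read for Nrf2/ARE activity.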
# HepG2 viability – HepG2 cytotoxicity, counter-screen for TGF-b inhibitors | HepG2 CAGA-GFP viability, ATP luminescence, 18 h | 410,000 tested, 0.76% active | Potency, µM (titrated, usually from 46.1 µM), without a hit: at the top dose activity change, negative = cytotoxicity, actives largely listed as cytotoxic | AID 588856; further: potency means the concentration at half of the fitted maximal effect; some results filed as inactive show a strong effect at the top dose
#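 HepG2 CAGA-GFP cells (1000/well, DMEM with 1% FBS) received compound, then TGF-beta at 500 pg/mL final, and were incubated 18 hours at 37 degrees C. Viability was read by CellTiter-Glo luminescence. Media-only wells were set as complete cell-killing and DMSO as no toxicity.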
# Active calls of the source: *; i = inactive; u = inconclusive; x = no result given; & = joins results of further samples; [ ] = remark or other dose. Unless noted, the call rests on the fitted dose curve; in most records, active means well fitted curve in the direction sought with a large enough effect; inconclusive means small, poorly fitted or top-dose-only effect, or another doubt; inactive means no such curve, though single readings can be large; an effect the other way counts as inactive or inconclusive.
1) CCCn1c(N2CCN(C(=O)N3CCCCC3)CC2)nc2ccccc21
2) COC(=O)c1c(C)[nH]c(C(=O)/C=C/c2ccccc2Cl)c1C
3) CC(Oc1ccc(F)cc1)C(=O)Nc1sc2c(c1C(=O)NCc1cccnc1)CCCC2 (stereo not drawn)
4) FC(F)(F)C(Oc1nc(Nc2ccc(Cl)cc2)nc(N2CCOCC2)n1)C(F)(F)F
5) CCOC(=O)N1CCc2c(sc3c2c(=O)n(-c2ccc(CC)cc2)c(=O)n3Cc2cccc(OC)c2)C1
6) Cc1cc(C(=O)OC2CCOC2=O)c2ccccc2n1 (stereo not drawn)
7) N#CC1=C(N)Oc2cc(N)ccc2C1c1ccc(Cl)cc1 (stereo not drawn)
8) Cc1ccc(S(=O)(=O)N(C)CC(=O)Nc2nnc(CC(C)C)s2)cc1
Screen / compound no. | 1 | 2 | 3 | 4 | 5 | 6 | 7 | 8
CCT modulator | -2.5 | -0.8 | 0.2 | -4.2 | x | -0.3 | 2.0 | 1.3
Akt phos inh | i | i | i | i | x | i | i | i
Abeta rescue | -7.3% | -5.0% | 4.3% | 7.8% | -5.6% | 7.3% | 1.8% | 9.1%
TGFb SMAD3 inh | -17.0% | 3.7% | u | 34.0%[activator] | -18.7% | 19.8% | -20.2% | -1.3%
Nrf2 activator | -0.5% | 2.7% | 0.1% | 11.2% | -0.9% | 0.3% | -0.4%[9.22 µM] | -0.4%
A549 tox | 9.6% | -0.3% | u | u | 2.7% | 5.5% | -3.3% | -1.3%
Mm-Cpn inhibitor | 1.7% | 0.1% | -7.0% | 1.1% | x | -0.7% | -0.3% | -3.3%
Nrf2 block | 1.1% | u | -28.2% | u | 1.3% | 13.9% | -26.5% | 11.0%
HepG2 viability | -0.5% | -2.1% | -20.2% | -12.5% | -8.7% | 3.8% | -13.6% | -13.3%

9) O=C(c1ccc(F)cc1)C(CN1CCOCC1)c1ccccc1 (stereo not drawn)
10) CCCCCCN=CC1=C(O)C(C(=O)OC)C(C)(C)CC1=O (stereo not drawn)
11) CCOC(=O)c1cccc(NC(=O)CC2C(=O)N(c3ccc(F)cc3)C(=O)N2C(C)C)c1 (stereo not drawn)
12) Cn1c(N)c(C(=O)/C=C/c2ccccc2)c(=O)[nH]c1=O
13) Cc1ccc(CSc2nnc3[nH]c(=O)cc(C)n23)cc1
14) CCC(=O)N(C)C[C@@H]1Oc2ncc(Br)cc2C(=O)N([C@H](C)CO)C[C@H]1C
15) CCCc1cc(=O)[nH]c(SCCOC(=O)c2ccccc2)n1
16) Nc1c(C(=O)Nc2cccc(F)c2)nnn1-c1ccc2c(c1)OCCO2
Screen / compound no. | 9 | 10 | 11 | 12 | 13 | 14 | 15 | 16
CCT modulator | 0.4 | 1.2 | x | 1.0 | x | -3.4 | -2.0 | -1.0
Akt phos inh | i | i | x | i | x | i | i | i
Abeta rescue | -44.9%[inhibitor] | 8.2%[9.22 µM] | 2.8% | -1.7% | -11.5% | -8.9% | -22.0% | 18.3%
TGFb SMAD3 inh | 3.55µM* | u | -28.9% | -15.6% | -19.1% | 0.9% | -14.0% | u
Nrf2 activator | u | -0.6% | 0.9% | u | 0.3% | -0.8% | 3.4% | -0.9%
A549 tox | -1.6% | -5.4% | 4.8% | -2.7% | -3.0% | x | x | 0.1%
Mm-Cpn inhibitor | -0.2% | -2.2% | x | -1.6% | x | x | u | -0.9%
Nrf2 block | -29.4% | x | 13.7% | u | x | x | -20.0% | u
HepG2 viability | 17.8µM* | -2.8% | -22.0% | -4.1% | -0.4% | -1.4% | 4.0% | -20.3%

17) COc1ccc(CCCc2nnc(SCC(=O)Nc3cccc(C)c3)o2)cc1
18) CCC(C)NC(=O)CCn1c(-c2ccccc2)cc(C(C)=O)c1C (stereo not drawn)
19) C=CC[C@@H](CC(=O)N[C@H](CO)Cc1ccccc1)C(=O)N[C@H](COC(=O)[C@H](CC=C)CC(=O)OC(C)(C)C)Cc1c[nH]c2ccccc12
20) Cn1cc(P(=O)(N2CCOCC2)N2CCOCC2)cc1P(=S)(N1CCOCC1)N1CCOCC1
21) COc1cc2c(C(=O)O)c(C)n(CC(C)C)c2c2ccccc12
22) COc1ccc(OC)c(NC(=O)CSc2nnc(-c3ccncc3)s2)c1
23) COCCNC(=O)CSc1nc(-c2ccccc2C)nc2c1c(=O)n(C)c(=O)n2C
24) CCCCNC(=O)Cn1nnc(-c2ccccc2)c1COc1ccc(C(C)=O)cc1
Screen / compound no. | 17 | 18 | 19 | 20 | 21 | 22 | 23 | 24
CCT modulator | 1.6 | -3.5 | -2.3 | 0.5 | -1.8 | -2.7 | x | -1.7
Akt phos inh | i | i | i | i | i | i | x | i
Abeta rescue | 1.7%&8.7% | -0.8% | 7.1% | -1.3% | 8.3% | 5.9% | -8.1% | 4.4%
TGFb SMAD3 inh | 0.6%&-27.4% | 5.5% | 15.8µM* | 8.3% | u | -11.1% | -0.5% | -15.4%
Nrf2 activator | 0.5%&-0.3% | -0.3% | -1.4% | -0.1% | -0.6% | -0.6% | 2.5% | 0.1%
A549 tox | -3.1%&8.3% | 16.1% | u | -2.4% | -1.6% | -1.3% | -6.0% | x
Mm-Cpn inhibitor | -1.4% | -0.8% | x | 1.8% | -1.8% | -9.2% | x | x
Nrf2 block | u | 3.9% | u | -22.6% | -0.8% | -18.0% | x | x
HepG2 viability | -13.7%&-24.0% | -13.0% | -37.8% | -0.7% | -8.7% | -3.1% | 0.5% | -6.9%

25) CCc1ccc2oc(-c3ccc(OC)cc3)cc(=Nc3cccc(C(=O)O)c3)c2c1
26) CC(C)(C)CNC(=O)C1(C)CCN1C(=O)Cc1ccc(C(C)(C)C)cc1 (stereo not drawn)
27) Cc1cnc(C(=O)NC(Cc2ccccc2)c2ccccc2)cn1 (stereo not drawn)
28) CCOc1cc(N2CCOCC2)c(OCC)cc1NC(=O)CN1CCc2ccccc2C1
29) O=C1/C(=C/c2cccs2)Cc2ccccc21
30) O=C(Nc1cccc(Cl)c1)N1CCCCCC1
31) COc1ccccc1C(=O)N1CCN(S(=O)(=O)c2ccccc2)CC1
32) O=S(=O)(Nc1cccc(Oc2ccc(Cl)cc2)n1)c1ccc(F)cc1
Screen / compound no. | 25 | 26 | 27 | 28 | 29 | 30 | 31 | 32
CCT modulator | -2.0 | 0.4 | 0.2 | 1.6 | 0.0 | -2.4 | -0.2 | -0.2
Akt phos inh | i | i | i | i | i | i | i | i
Abeta rescue | -35.0%[inhibitor] | 21.6% | 6.1% | -13.8% | -8.9% | 19.2% | u | u
TGFb SMAD3 inh | -4.3% | -9.8% | 10.6% | -13.4% | -6.9% | 4.4% | -7.8% | 0.0%
Nrf2 activator | -2.2% | -0.5%[9.22 µM] | -1.8% | -1.1% | u | 2.3% | -0.4% | 0.0%
A549 tox | -3.1% | x | -8.9% | -0.4% | -2.7% | -8.3% | 0.8% | -1.7%
Mm-Cpn inhibitor | -6.9% | x | -1.2% | 0.4% | -1.9% | -7.3% | -0.6% | 0.6%
Nrf2 block | u | x | 5.2% | -15.0% | 2.0% | 23.1% | 7.0% | u
HepG2 viability | -16.9% | -10.5% | 3.3% | -11.9% | -5.6% | 5.5% | -7.9% | -30.4%

# An excerpt from above in order of length of the SMILES, descending:
26) CC(C)(C)CNC(=O)C1(C)CCN1C(=O)Cc1ccc(C(C)(C)C)cc1 (stereo not drawn)
31) COc1ccccc1C(=O)N1CCN(S(=O)(=O)c2ccccc2)CC1
29) O=C1/C(=C/c2cccs2)Cc2ccccc21
Screen / compound no. | 26 | 31 | 29
CCT modulator | 0.4 | -0.2 | 0.0
Akt phos inh | i | i | i
Abeta rescue | 21.6% | u | -8.9%
TGFb SMAD3 inh | -9.8% | -7.8% | -6.9%
Nrf2 activator | -0.5%[9.22 µM] | -0.4% | u
A549 tox | x | 0.8% | -2.7%
Mm-Cpn inhibitor | x | -0.6% | -1.9%
Nrf2 block | x | 7.0% | 2.0%
HepG2 viability | -10.5% | -7.9% | -5.6%

# (next part)
33) Cc1cc(NC(=O)CN2CCN(C/C=C/c3ccccc3)CC2)c([N+](=O)[O-])cc1C
34) Cc1noc(C)c1C(=O)OCC(=O)NC(=O)NC12CC3CC(CC(C3)C1)C2
35) O=[N+]([O-])c1ccccc1NC1CCN(Cc2ccccc2)CC1
36) CCOC(=O)c1nn(-c2ccc3c(c2)OCO3)cc1O
37) CS(=O)(=O)N1CCc2cc(C(=O)N3CCOCC3)ccc21
38) COc1ccc(OC(=O)/C=C/c2ccc([N+](=O)[O-])cc2)cc1
39) CCN(CC)c1ccc(CNC23CN4CN(CN(C4)C2)C3)cc1
Screen / compound no. | 33 | 34 | 35 | 36 | 37 | 38 | 39
CCT modulator | -0.4 | 1.1 | 1.7 | -4.1 | 1.0 | -2.6 | -0.5
Akt phos inh | i | i | i | i | i | i | i
Abeta rescue | -9.0% | -31.4% | 5.1% | -12.2% | 0.0%[9.22 µM] | -4.9% | 17.1%
TGFb SMAD3 inh | u | u | 0.0% | 8.1% | -6.6% | 3.6% | 8.3%
Nrf2 activator | -0.4% | 0.8% | 0.0% | 0.5% | -0.3% | -0.4% | 0.3%
A549 tox | -3.0% | -10.4% | -19.3% | 0.0% | -0.3% | 7.7% | -2.4%
Mm-Cpn inhibitor | -0.3% | -2.9% | -0.3% | -3.0% | -3.7% | -0.6% | 1.1%
Nrf2 block | 5.2% | 1.9% | 1.3% | u | x | 26.3% | 0.4%
HepG2 viability | 2.8% | 3.1% | -28.3% | 0.6% | 1.8% | -2.7% | -7.2%

# From PubChem BioAssay

# Hits appear at their usual frequency, and some 4.3% of all compounds hit somewhere here.
